TNAP inh no acc = TNAP (human) inhibition, acceptor-free conditions | inhibition, % at 20 µM | P05186 | purified TNAP, CDP-star luminescence, 30 min | 200,000 compounds, 0.26% hits;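 active = tissue-nonspecific alkaline phosphatase inhibition above about 50% at 20 µM in the single-dose screen, limit read from the data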;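 also: 0% = DMSO negative control and 100% = EDTA positive control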
Target sequence (P05186 whole entry, looked up): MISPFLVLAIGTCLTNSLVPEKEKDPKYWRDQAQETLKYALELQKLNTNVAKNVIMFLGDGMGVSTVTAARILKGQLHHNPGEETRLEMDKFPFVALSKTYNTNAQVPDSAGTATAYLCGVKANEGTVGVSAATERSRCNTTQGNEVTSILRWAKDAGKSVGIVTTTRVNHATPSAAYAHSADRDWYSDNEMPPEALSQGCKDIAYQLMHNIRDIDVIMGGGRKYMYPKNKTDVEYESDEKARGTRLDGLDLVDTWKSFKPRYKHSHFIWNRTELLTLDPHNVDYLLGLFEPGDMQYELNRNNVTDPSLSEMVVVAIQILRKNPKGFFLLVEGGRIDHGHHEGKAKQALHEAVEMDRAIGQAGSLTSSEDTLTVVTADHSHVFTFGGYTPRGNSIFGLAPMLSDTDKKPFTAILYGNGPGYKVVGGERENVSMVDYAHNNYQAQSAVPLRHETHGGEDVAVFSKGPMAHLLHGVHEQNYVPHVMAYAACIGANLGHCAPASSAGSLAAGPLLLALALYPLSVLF
TNAP inh hi DEA = blocks human TNAP under high phosphate acceptor concentration. purified TNAP, CDP-star luminescence, 1 M DEA. P05186. inhibition, % at 20 µM. 200,000 compounds, 0.03% hits;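 active = over 50% inhibition of tissue-nonspecific alkaline phosphatase at 20 µM in the single-dose screen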;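 also: plate controls were DMSO wells for no effect and EDTA-quenched wells as full inhibition for full effect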
G6PDH counter = L. mesenteroides G6PDH inhibition counter-screen | Purified L. mesenteroides G6PDH, diaphorase/resazurin coupled fluorescence, 45 min | 200,000 compounds, 0.12% hits | inhibition, % at 5 µM; in the data active = inhibition above about 50%
PMI act satM6P = increases human PMI activity with near-saturating mannose 6-phosphate; coupled PMI enzyme assay, resazurin fluorescence, 20 min; hits give high values; 1 = untreated enzyme, 0 = substrate-free blank; activation factor at 20 µM; 190,000 compounds, 0.34% hits; AID 1216;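 active = activation factor of 2 or more at 20 µM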
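Test system: human PMI in coupled enzyme assay; Input: PMI at 15 ng/mL final; Medium: HEPES buffer, pH 7.4; Schedule: 20 min incubation at room temperature; Technique: resorufin fluorescence at Ex 544/Em 590 nm; Compound: 20 µM single dose; Probe or stimulus: Near-saturating mannose-6-phosphate, 1.0 mM.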
Diaphorase act = counter-screen for diaphorase-based assays: diaphorase activators and chemical reducers; Diaphorase/resazurin coupled assay, resorufin fluorescence, 16 min; hits give high values; 1 = vehicle wells, 0 = NADH-free wells; activation factor at 20 µM; 190,000 compounds, 0.005% hits; AID 1229;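 active = diaphorase activity raised at least twofold by the compound at 20 µM; inactive = activation factor below 2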
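Material: purified diaphorase enzyme from Clostridium kluyveri; Also added: 0.114 mM NADH and 0.1 mM resazurin, final amounts; Doses: single compound dose of 20 µM, 1% DMSO final; Times: 16 min enzyme reaction, ambient temperature; Detection: resorufin fluorescence, excitation 544 nm, emission 590 nm; Measure: increased resorufin signal from activators or reducing compounds.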
HMGR II inh = blocks class II HMG-CoA reductase of Enterococcus faecalis | purified E. faecalis HMGR, NADPH absorbance 340 nm kinetic | inhibition, % at 10 µM | 190,000 compounds, 0.41% hits;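 active = inhibition above a set limit, the median over all tested compounds plus 3 SD, cut at about 9.5% in these data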;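 also: enzyme runs in reverse so mevalonate oxidation gives rising NADPH absorbance; 0% = complete reaction with DMSO and 100% = background rate lacking mevalonate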
Diaph inh CS = inhibits diaphorase or chemically oxidizes, flagging diaphorase assay artifacts; 190,000 compounds, 0.69% hits; AID 1217; inhibition, % at 20 µM; diaphorase resazurin-to-resorufin fluorescence, NADH, 16 min; bacterial (C. kluyveri) enzyme, not human;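 active = primary screen inhibition at 20 µM above a set limit, cut at about 50% in these data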;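 also: plate controls were DMSO with full reaction for no effect and wells lacking NADH for full effect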
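Test system: bacterial diaphorase enzyme (C. kluyveri); Quantity: 0.14 U/mL diaphorase, enzyme working solution; Times: reaction incubation of 16 min at room temperature; Measured by: fluorescence of resorufin formed from resazurin, Ex 544/Em 590 nm; Benchmarks: positive control minus NADH, DMSO neutral control.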
FLuc stim CS = affects firefly luciferase, flagging false hits in luciferase stimulation screens; ATPlite luciferase biochemical, luminescence, 10 min; 0 = ATP-free wells, 1 = DMSO control; activation factor at 10 µM; 200,000 tested, under 10 active; P08659;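 active = luciferase activation factor, scaled between plate controls, of at least 2 with compound at 10 µM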
Target sequence (P08659 whole entry, looked up): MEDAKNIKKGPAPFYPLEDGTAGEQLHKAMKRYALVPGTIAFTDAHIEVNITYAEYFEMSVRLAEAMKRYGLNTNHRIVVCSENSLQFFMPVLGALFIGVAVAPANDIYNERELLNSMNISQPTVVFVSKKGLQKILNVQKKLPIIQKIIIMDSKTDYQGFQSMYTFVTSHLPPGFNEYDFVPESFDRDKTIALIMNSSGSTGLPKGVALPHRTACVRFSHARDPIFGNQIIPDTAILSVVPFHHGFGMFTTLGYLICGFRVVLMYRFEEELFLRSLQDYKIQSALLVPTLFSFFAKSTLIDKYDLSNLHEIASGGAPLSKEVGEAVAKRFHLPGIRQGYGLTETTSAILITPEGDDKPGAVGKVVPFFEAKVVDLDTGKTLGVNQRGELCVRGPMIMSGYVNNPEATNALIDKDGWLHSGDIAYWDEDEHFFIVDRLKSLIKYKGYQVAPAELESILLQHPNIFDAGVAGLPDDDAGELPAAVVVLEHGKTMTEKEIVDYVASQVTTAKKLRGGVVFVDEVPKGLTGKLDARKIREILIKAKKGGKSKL
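Material: Luciferase/luciferin reagent mix; Doses: test compounds dosed from 2 mM stocks in 100% DMSO; Schedule: 10 min incubation after luciferase reagent addition, room temperature; Measured by: luminescence from luciferase reaction; Read-out: luminescence gain marking luciferase activators.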
PMI act = phosphomannose isomerase (human) activation. AID 1214. activation factor at 20 µM. 190,000 compounds, 0.005% hits. P34949. purified human PMI, coupled resazurin fluorescence, 20 min; hits give high values; 1 = vehicle control, 0 substrate-free wells;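 active = activation factor of 2 or more at 20 µM, relative to plate controls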
TNAP act hi DEA = TNAP (human) activation, high acceptor | purified TNAP, CDP-star luminescence, 1 M DEA, 30 min; hits give high values; 0 = EDTA background, 1 = DMSO-only activity | AID 1136 | activation factor at 20 µM | P05186 | 200,000 tested, under 10 active;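 active = activation factor at least 2 at 20 µM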
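Dosing: 20 µM single point. System: human TNAP. Amount: TNAP 1/800 final. Incubation: 30 min, room temperature. Read-out: TNAP activation factor scaled between EDTA and DMSO control wells. Signal: luminescence from CDP-star hydrolysis. Medium: 1 M DEA, pH 9.8, Mg2+, Zn2+. Control set: EDTA negative control, DMSO positive control.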
Numbers without * were called inactive.

SMILES	TNAP inh no acc	TNAP inh hi DEA	G6PDH counter	PMI act satM6P	Diaphorase act	HMGR II inh	Diaph inh CS	FLuc stim CS	PMI act	TNAP act hi DEA
Cc1ccc(CNC(=O)CNC(=S)N(Cc2ccccc2)Cc2ccccc2F)cc1	-33.4	-11.4	-0.1	0.9	0.8	-6.7	21.7	1.1	0.8	1.1
CCCOc1ccc(C(=O)CCN2CCN(C(=O)OCC)CC2)cc1	-13.4	-4.0	9.3	1.1	0.9	-2.8	6.2	1.1	1.1	1
CCOc1ccccc1C(=O)N(C)Cc1cc2cc(OC)ccc2[nH]c1=O	-10.7	-6.4	13.0	1	1	0.2	-1.2	1	1	1.1
CCCCCC(=O)NC(=S)NNC(=O)CC	-18.1	-4.3	1.9	0.8	0.8	-5.6	24.4	1	0.8	1
Cc1ccc(S(=O)(=O)NCCNC(=O)c2ccccc2)cc1	-8.3	-6.0	-1.0	0.9	0.9	-2.6	9.0	1.2	0.9	1.1
CCN(CCCNC(=O)C1CCC(=O)N1C1CCCC1)c1cccc(C)c1 (configuration not stated)	-14.4	-0.8	-2.7	0.9	0.9	-2.9	8.9	1	0.9	1
CC(C)CC(=O)NC(=S)Nc1ccc(NC(=O)c2cccs2)cc1	-7.8	-3.5	1.4	1	0.9	1.9	10.4	1.1	0.9	1
CN(CCCCN1CCOCC1)Cc1nc(-c2ccc3c(c2)OCO3)no1	-7.3	-8.5	6.4	1.1	1.1	3.0	-13.1	1	1	1.1
CC(C)(C)NS(=O)(=O)c1ccc(-c2csnn2)s1	-12.3	-2.5	0.7	1.1	1	2.7	4.1	1	1.1	1
Nc1nnc(CCN2C(=O)CSC2=O)s1	-11.1	0.4	16.6	1.1	0.9	8.7	7.0	1	1	1
OCc1nc2ccccc2n1CC(O)COc1ccccc1 (configuration not stated)	4.7	-5.7	10.0	1	1	-1.7	-0.4	1.1	1	1.1
CC1(CC(=O)N/N=C/c2cc([N+](=O)[O-])c(O)cc2O)OCCO1	-19.5	21.5	-7.1	1.4	0.4	2.6	60.2*	1	1.1	0.8
Cc1ccc2cc(CCNC(=O)C(C)(C)C)c(=O)[nH]c2c1	-3.2	1.4	-3.7	1	1	-9.7	3.1	1	1	1
CN1CCCCC1=NCCCn1cnc2c1c(=O)n(C)c(=O)n2C	-12.6	-4.1	4.0	1.1	0.9	-0.4	10.4	1	1	1
Cc1sc(NC(=O)CCCC(=O)O)c(C#N)c1C	-9.2	-1.9	1.2	1.2	0.9	-3.5	12.9	1.1	1.1	1
CCN1CCN(CCCNC(=O)CCc2nc(-c3ccc(OC)cc3)no2)CC1	-7.8	3.7	3.4	1.1	1	-0.7	4.3	1.1	1.1	1
Cc1noc(C)c1S(=O)(=O)N1CCCC(C(=O)c2cccc(OC(C)C)c2)C1 (configuration not stated)	0.2	-6.1	18.5	0.9	0.7	-0.9	30.7	1.1	0.9	1.1
CCCCn1nc2cc(C(=O)NCCCCc3ccccc3)ccc2c1OCC	-12.5	-5.3	1.9	1	0.9	1.3	7.8	1.1	1	1.1
Cc1ccc(C)n1NC(=O)c1ccco1	-7.0	0.3	-19.3	0.9	0.8	-1.4	24.5	1	0.9	1
COc1nc(Nc2cccc(C)c2)nc(N2CCCCC2)n1	3.8	-7.9	6.8	0.9	0.8	-1.1	22.0	1.1	0.9	1.1
CCOC(=O)C1CN(S(=O)(=O)c2ccccc2)c2cc(S(=O)(=O)CC)ccc2O1 (configuration not stated)	-13.2	-7.0	3.7	1	0.9	-4.8	12.7	1.1	1	1.1
O=C(Nc1ccc(F)cc1F)c1csc(-c2ccccc2)n1	-9.9	-3.2	-8.8	0.9	0.8	2.7	19.5	1	0.9	1
O=C(O)c1ccccc1C(=O)c1ccc(Oc2ccccc2)cc1	-1.3	-0.5	7.3	1.1	1	-1.7	3.3	0.9	1	1
O=C(Nc1cccc(C(F)(F)F)c1)c1cc2c(=O)c3ccccc3oc2nc1C(F)(F)F	-1.7	-1.3	-2.3	1	0.8	-5.0	15.9	1	0.9	1
CCCOc1ccc(CNC(=S)N/N=C/c2ccc([N+](=O)[O-])cc2)cc1	1.7	1.3	7.9	0.8	0.8	-6.0	17.1	1	0.8	1
Going on with the list:
SMILES	TNAP inh no acc	TNAP inh hi DEA	G6PDH counter	PMI act satM6P	Diaphorase act	HMGR II inh	Diaph inh CS	FLuc stim CS	PMI act	TNAP act hi DEA
O=C(NC(Cc1ccccc1)C(=O)O)/C(=C\c1ccc(F)cc1)NC(=O)c1ccccc1 (configuration not stated)	-2.4	-4.3	6.6	1.1	0.9	0.9	6.4	1.1	1.1	1
Cc1cccc(C)c1NC(=S)N(Cc1ccccc1)Cc1cccnc1	-8.5	-1.7	3.7	1	1	0.0	3.9	1	1.1	1
O=C(CCCN1C(=O)CSc2ncccc21)N1CCN(Cc2ccccc2)CC1	-11.1	1.3	-11.2	0.9	0.9	-5.3	8.0	1.1	0.8	1
C=CCc1cc(/C=N/NC(=O)CSc2nnc(CCCc3ccc(OC)cc3)o2)cc(OC)c1O	-28.0	-1.4	-2.5	1	1	-0.1	-1.4	1.1	1	1
COc1ccc(CNC(C)C2COc3ccccc3O2)c(OC)c1 (configuration not stated)	-1.3	0.9	8.0	0.9	0.9	-2.6	12.1	1	0.9	1
O=C1CCCC2=C1C(c1ccccc1)n1c(s/c(=C/c3cccc(F)c3)c1=O)=N2 (configuration not stated)	-8.4	-4.2	0.5	1	0.8	-4.9	20.6	1	0.9	1
COc1ccccc1-c1c(C)nn2c(N3CCN(Cc4ccccc4)CC3)cc(C)nc12	-9.8	-5.2	9.4	0.9	0.7	1.2	26.8	1	0.8	1.1
O=C(c1ccc(CSc2nc3ccncc3[nH]2)cc1)N1CCCCC1	12.9	-3.1	7.1	1.1	0.9	-3.9	14.0	0.3	1	1
COc1ccc2nc(NC(=O)CN3CCN(C)CC3)sc2c1	-6.0	-8.6	2.1	1	0.8	0.5	17.0	1	1	1.1
COc1ccc(S(=O)(=O)NCC2CCC(C(=O)NCc3ccco3)CC2)cc1 (configuration not stated)	-11.4	-2.6	1.3	1	1	-0.1	4.9	1.1	1	1
Nn1cnnc1SCC(=O)Nc1ccc2c(c1)OCO2	-15.4	-6.2	15.8	1	0.9	-0.1	10.2	1	1	1.1
OCC1(Cc2ccccc2)CCN(Cc2cnc(-c3ccc(Cl)cc3)nc2)CC1	-6.5	-5.2	10.8	0.9	0.8	3.1	16.7	1	0.8	1.1
c1ccc2c3c(c(CN4CCCC4)cc2c1)COC3	-10.7	-6.0	6.8	0.9	0.8	-6.3	16.1	1	0.9	1.1
O=C1CCC(C(=O)N(Cc2cccs2)C2(C(=O)NC3CCCCC3)CCCCC2)N1 (configuration not stated)	-12.5	-3.2	0.4	0.9	0.8	-2.0	15.4	1	0.9	1
CC(C(=O)O)N1C(=O)c2cccc3cccc1c23 (configuration not stated)	-9.3	-2.3	0.0	0.9	0.9	-3.9	13.0	1.1	0.9	1
Cc1nnc(-c2ccccc2)nc1N1CCOCC1	-9.0	0.0	5.1	0.9	0.9	-2.1	7.7	1	1	1
NC(=O)C1=C[C@H](c2csc3ccccc23)C[C@H](OCc2ccc(CO)cc2)O1	-3.0	1.0	-0.4	0.7	0.7	-5.1	26.3	1	0.9	1
O=C(COC(=O)/C=C/c1cccc(C(F)(F)F)c1)NCc1ccccc1	-4.6	-6.1	-2.2	1	0.9	-0.1	9.0	1.1	1	1.1
Cc1ccc(C)c(S(=O)(=O)NCC(=O)Nc2sc3c(c2C(N)=O)CCC(C)C3)c1 (configuration not stated)	-8.9	-8.1	11.7	1	1.1	0.0	-5.3	1	0.9	1.1
c1ccc(CSc2nnc(-c3ccccn3)n2-c2ccccc2)cc1	-3.8	-1.3	-4.3	1	0.9	-0.3	8.7	1.1	1	1
O=C(CCN1CCCCC1)c1ccc2c(c1)OCCO2	-8.6	-5.8	1.0	0.6	0.9	-4.9	11.5	1.1	0.6	1.1
O=C(Nc1ccc2oc(-c3ccncc3)nc2c1)c1cccs1	-2.2	-1.2	-40.6	1	1	-8.4	-2.5	1	1	1
O=C(Cc1cccs1)Nc1ccccc1C(=O)O	-16.3	-0.9	-12.3	1	0.8	-2.5	15.9	1	0.9	1
Cc1cc(C(=O)OCC(=O)N2CCOCC2)c2ccccc2n1	-12.9	-7.6	-1.3	1	0.8	-8.4	19.0	1.1	1	1.1
O=C(NC1CCCC1)C(Cc1ccccc1)n1cccc1 (configuration not stated)	-11.0	-4.6	-1.2	0.8	0.8	-0.6	22.1	1	0.9	1
O=C(Cc1ccccc1)Nc1nc(-c2cccs2)cs1	-10.1	3.2	-6.8	1.1	1.1	-2.1	-5.2	0.9	1.1	1
CCC1CCCCN1C(=O)CSc1nc2c(c(=O)n(C)c(=O)n2C)n1C (configuration not stated)	-4.5	1.6	2.2	1	0.9	-3.3	6.8	1	1	1
CC(=O)Nc1cccc(C(=O)N/N=C/c2ccc(C)o2)c1	-6.8	-3.3	3.3	1	1.1	0.9	-7.3	1	1.2	1
COc1cc2cc(CN(CCc3ccccc3C)C(=S)NCCCN3CCOCC3)c(=O)[nH]c2cc1OC	11.3	1.7	6.5	1	1.2	-6.1	-22.7	0.9	1	1

2 entries from above, reformatted.
Compound | TNAP inh no acc | TNAP inh hi DEA | G6PDH counter | PMI act satM6P | Diaphorase act | HMGR II inh | Diaph inh CS | FLuc stim CS | PMI act | TNAP act hi DEA
CCCCCC(=O)NC(=S)NNC(=O)CC | -18.1 | -4.3 | 1.9 | 0.8 | 0.8 | -5.6 | 24.4 | 1 | 0.8 | 1
Cc1ccc(S(=O)(=O)NCCNC(=O)c2ccccc2)cc1 | -8.3 | -6.0 | -1.0 | 0.9 | 0.9 | -2.6 | 9.0 | 1.2 | 0.9 | 1.1

Individual results from above:
C=CCc1cc(/C=N/NC(=O)CSc2nnc(CCCc3ccc(OC)cc3)o2)cc(OC)c1O | TNAP inh hi DEA = -1.4
COc1cc2cc(CN(CCc3ccccc3C)C(=S)NCCCN3CCOCC3)c(=O)[nH]c2cc1OC | FLuc stim CS = 0.9
O=C(Cc1cccs1)Nc1ccccc1C(=O)O | TNAP inh no acc = -16.3
c1ccc(CSc2nnc(-c3ccccn3)n2-c2ccccc2)cc1 | Diaphorase act = 0.9
CC(=O)Nc1cccc(C(=O)N/N=C/c2ccc(C)o2)c1 | Diaph inh CS = -7.3
